Assay outcomes as filed in PubChem.
ST2 inh – IL1RL1 inhibition. inhibition, % for hits at 17 µM. Q01638. AlphaLISA ST2-Fc/biotin-IL-33 interaction, 1 h. AID 1259354. hit rate 2.3% among 78,000; in the data active = inhibition above about 30%; inconclusive = mostly about 10% to 28%
Target sequence (Q01638 whole entry, looked up): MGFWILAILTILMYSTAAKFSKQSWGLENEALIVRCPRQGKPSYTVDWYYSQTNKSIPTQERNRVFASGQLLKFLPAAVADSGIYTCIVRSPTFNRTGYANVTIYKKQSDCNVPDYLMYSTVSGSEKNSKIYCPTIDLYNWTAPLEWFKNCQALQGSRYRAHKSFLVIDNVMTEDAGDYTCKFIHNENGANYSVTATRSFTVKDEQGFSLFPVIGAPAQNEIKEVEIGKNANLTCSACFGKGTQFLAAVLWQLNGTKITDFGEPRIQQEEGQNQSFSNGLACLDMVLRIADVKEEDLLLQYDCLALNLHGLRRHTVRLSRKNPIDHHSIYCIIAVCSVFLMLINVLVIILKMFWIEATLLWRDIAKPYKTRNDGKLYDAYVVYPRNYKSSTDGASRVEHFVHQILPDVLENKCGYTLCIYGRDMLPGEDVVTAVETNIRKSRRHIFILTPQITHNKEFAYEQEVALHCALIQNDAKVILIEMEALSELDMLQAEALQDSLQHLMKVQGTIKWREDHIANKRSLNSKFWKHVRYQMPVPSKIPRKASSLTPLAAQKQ
* marks the source's active call; other numbers are inactive results; ! = not confirmed by another sample. The list is partial; rates above refer to the full screens.

What do the screens show for `Cc1cccc(-c2ccc3c(c2)C(=O)N2CC[C@H](NC(=O)NC(C)C)C[C@H]2C(=O)N3)c1C`?
ST2 inh: inactive

How did Cc1ncc(-c2cc3cc([N+](=O)[O-])ccc3oc2=O)s1 do in these assays?
ST2 inh: inactive

Results for CC1(C)CC(=O)C2=C(C1)NC1=C(C(=O)CC(C)(C)C1)C2c1cccs1 ?
ST2 inh: inconclusive

How did Cn1ccnc1-c1c(-c2ccccc2)ncn1CC1CNCCO1 (stereo unspecified) do in these assays?
ST2 inh: inactive

How did Cc1nc2sc(C(c3ccccc3)N3CCOCC3)c(O)n2n1 (stereo unspecified) do in these assays?
ST2 inh: inactive

What do the screens show for `CC12CC(NC(=O)N1c1ccc(C(=O)NCc3ccco3)cc1)c1ccccc1O2` (stereo unspecified)?
ST2 inh: inactive

How did Cc1ccccc1C(=O)Nc1ccccc1C(=O)NCc1ccccc1 do in these assays?
ST2 inh: inconclusive

How did Cc1ccc(C)c(S(=O)(=O)N=C2C=C(Br)C(=O)c3ccccc32)c1 do in these assays?
ST2 inh: 34%*

What do the screens show for `COc1ccccc1CCC(=O)NCc1cccnc1N(C)C`?
ST2 inh: inconclusive

Results for Cc1cccc(C(=O)ON=C2CCSCC2)c1 ?
ST2 inh: inconclusive

Seven structures out of the list, sorted by number of heavy atoms, rising.
Results for Cc1cccc(C(=O)ON=C2CCSCC2)c1 ?
ST2 inh: inconclusive

How did Cc1ncc(-c2cc3cc([N+](=O)[O-])ccc3oc2=O)s1 do in these assays?
ST2 inh: inactive

What do the screens show for `COc1ccccc1CCC(=O)NCc1cccnc1N(C)C`?
ST2 inh: inconclusive

Results for CC1(C)CC(=O)C2=C(C1)NC1=C(C(=O)CC(C)(C)C1)C2c1cccs1 ?
ST2 inh: inconclusive

How did Cc1ccccc1C(=O)Nc1ccccc1C(=O)NCc1ccccc1 do in these assays?
ST2 inh: inconclusive

What do the screens show for `CC12CC(NC(=O)N1c1ccc(C(=O)NCc3ccco3)cc1)c1ccccc1O2` (stereo unspecified)?
ST2 inh: inactive

What do the screens show for `Cc1cccc(-c2ccc3c(c2)C(=O)N2CC[C@H](NC(=O)NC(C)C)C[C@H]2C(=O)N3)c1C`?
ST2 inh: inactive

(listing goes on)
Results for COC[C@H]1CCCN1C(=O)CC[C@H]1CNC(=O)[C@@H]2[C@@H](CCN2Cc2ccc(O)cc2)N1C ?
ST2 inh: inconclusive

How did COc1ccc(N2C(=O)C3CCCN3C2c2ccc(SC)cc2)cc1Cl (stereo unspecified) do in these assays?
ST2 inh: inconclusive

Results for O=C(O)c1ccc(N2C(=O)CC(N3CCN(c4ncccn4)CC3)C2=O)cc1 (stereo unspecified) ?
ST2 inh: inactive

Results for COc1ccc(OCC(=O)Nc2cc([N+](=O)[O-])ccc2C)cc1 ?
ST2 inh: inactive

What do the screens show for `O=C1CC(c2cccs2)CC2=C1C(c1coc3ccccc3c1=O)Nc1ccccc1N2` (stereo unspecified)?
ST2 inh: inactive

What do the screens show for `CCN(CC)CCNC(=O)C1(O)c2ccccc2NC(=O)N1c1ccc(Cl)cc1` (stereo unspecified)?
ST2 inh: inactive

Results for CCOc1cc(-c2nccn2CCN2CCNC2=O)ccc1O ?
ST2 inh: inactive

Results for CN1CCCN(Cc2ccco2)CC1 ?
ST2 inh: inactive

How did Cc1c(OCc2ccc(C(=O)O)cc2)ccc2c(-c3ccccc3)cc(=O)oc12 do in these assays?
ST2 inh: inactive

Results for COc1cccc(C2C=C(Nc3ccc(C)cc3)C(=O)N2c2ccc(C)cc2)c1 (stereo unspecified) ?
ST2 inh: inactive

Results for C=C(C)COc1ccccc1C(=O)NCCc1c(C)n[nH]c1C ?
ST2 inh: inactive

Results for Cc1cccc2nc(-c3ccco3)c(Nc3ccc4c(c3)OCO4)n12 ?
ST2 inh: inconclusive

How did COc1ccc(OC)c(NS(=O)(=O)c2ccc(NS(=O)(=O)c3ccc(F)cc3)cc2)c1 do in these assays?
ST2 inh: inactive

Results for Cc1nnc(SCCCNC(=O)c2ccc3nc[nH]c3c2)s1 ?
ST2 inh: inactive

What do the screens show for `CCOC(=O)C1=C(C)NC2=C(C(=O)C(C(=O)OC)C(C)C2)C1c1coc2ccc(C)cc2c1=O` (stereo unspecified)?
ST2 inh: inactive

What do the screens show for `COCC(=O)N[C@H]1CC[C@]2(C)CC[C@@H]([C@H](C)C(=O)NCc3ccccc3)[C@H](O)[C@H]2[C@@H]1C`?
ST2 inh: inactive

How did CCOc1cccc(C(Nc2ccccn2)c2ccc3ccc(C)nc3c2O)c1O (stereo unspecified) do in these assays?
ST2 inh: inactive

Results for CCOC(=O)c1ccc(CN(Cc2ccc(F)cc2)S(=O)(=O)c2ccc(F)cc2)cc1 ?
ST2 inh: inactive

Results for c1ccc(C2=Nc3ccccc3NC(c3ccccc3)C2)cc1 (stereo unspecified) ?
ST2 inh: inconclusive

Results for Cc1nc2sc(C(c3ccccc3)N3CCN(CCO)CC3)c(O)n2n1 (stereo unspecified) ?
ST2 inh: inactive

How did CCc1nc2oc(C(=O)c3ccccc3)c(N)c2c2c1COC(C)(C)C2 do in these assays?
ST2 inh: 40%*!

What do the screens show for `CCc1cccc(NS(=O)(=O)c2ccc(NC(C)=O)cc2)c1`?
ST2 inh: inactive

What do the screens show for `CC(=O)N1c2c(cc(Br)cc2S(=O)(=O)NCc2ccccc2Cl)CC1C` (stereo unspecified)?
ST2 inh: inactive

What do the screens show for `O=C(O)c1ccc(CN2C[C@H](O)C[C@H]2c2nc(-c3ccccn3)no2)cc1`?
ST2 inh: inactive

What do the screens show for `COc1ccc2oc(=Nc3ccc(C#N)cc3)c(C(=O)Nc3ccccc3)cc2c1`?
ST2 inh: inactive

How did O=[N+]([O-])c1cccc(CN2CCN(CCOCCO)CC2)c1 do in these assays?
ST2 inh: inconclusive

Results for COc1ccc(OCCCN2CCCCCC2)cc1 ?
ST2 inh: 43%*

How did O=C(Nc1cccc(NC(=O)c2ccccc2F)n1)c1ccccc1F do in these assays?
ST2 inh: inactive

How did O=C(Nc1ccc(I)cc1)[C@H]1[C@H](C(=O)O)[C@H]2C=C[C@@H]1C2 do in these assays?
ST2 inh: inactive

Results for C=CC[C@@H]1CC=C[C@@H](C)N1CC(=O)Nc1ccc(N(C)C(C)=O)cc1 ?
ST2 inh: inconclusive

Results for CC1=C[C@@H](CC#N)[C@H](C(C)C)C[C@H]1CC(=O)N(C)CCc1ccccn1 ?
ST2 inh: inconclusive

What do the screens show for `O=C(c1cccn2c(=O)c3c4c(sc3nc12)CCCC4)N1CC=C(c2ccccc2)CC1`?
ST2 inh: inactive

What do the screens show for `CN1CC2(CCN(C(=O)CCn3cnc4ccccc4c3=O)C2)OC1=O` (stereo unspecified)?
ST2 inh: inactive

What do the screens show for `CN(Cc1cc(C(C)(C)C)n[nH]1)c1nc(-c2cccnc2)nc2c1CCNC2`?
ST2 inh: inconclusive

How did CCOc1ccc(S(=O)(=O)NCCO)cc1 do in these assays?
ST2 inh: inactive

How did Cc1cc(Cl)ccc1OCc1nc(-c2nonc2N)no1 do in these assays?
ST2 inh: inactive

How did O=C(CSc1nc2ccccc2o1)Nc1ccc2c(c1)OCO2 do in these assays?
ST2 inh: inconclusive

Results for O=c1c2cnn(-c3ccccc3)c2ncn1Cc1c(F)cccc1Cl ?
ST2 inh: inactive

Results for O=C(Nc1ccc(F)c(Cl)c1)c1noc2c1CCCCC2 ?
ST2 inh: inactive

How did Cc1ccc(-c2nnc(SCC(=O)NC(C)(C)C)o2)cc1 do in these assays?
ST2 inh: inactive

Results for N/C(=N/OC(=O)c1cccc(F)c1)c1ccncc1 ?
ST2 inh: inactive

How did O=S1(=O)c2ccccc2NC(c2ccccc2Br)N1Cc1ccccc1 (stereo unspecified) do in these assays?
ST2 inh: inactive

What do the screens show for `CC1=C(C(=O)Nc2ccccn2)C(c2ccccc2C)C2=C(CCCC2=O)N1` (stereo unspecified)?
ST2 inh: inactive

Results for CCC(OC)C(=O)NCc1ccc2[nH]c(-c3ccccc3F)c(C)c2c1 (stereo unspecified) ?
ST2 inh: inactive

What do the screens show for `O=C(NCC1CCCN(Cc2nc(-c3ccccc3)cs2)C1)c1cccs1` (stereo unspecified)?
ST2 inh: inactive

What do the screens show for `CCn1cc(C(=O)N2CCOCC2)c2cc(OC)c(OC)cc2c1=O`?
ST2 inh: inactive

What do the screens show for `Cc1ccc(OCCOCCN2CCCCC2)c(Br)c1`?
ST2 inh: inactive

How did c1cn2c(Nc3ccc4c(c3)OCCO4)c(-c3ccsc3)nc2cn1 do in these assays?
ST2 inh: inconclusive

Results for CC(C)Oc1ccc(C(C(=O)O)N2CCCC2)cc1 (stereo unspecified) ?
ST2 inh: inactive

How did COc1ccc(I)c(OC)c1 do in these assays?
ST2 inh: inactive

How did CC1CC(C)CN(S(=O)(=O)c2ccc(C(=O)Nc3nc(-c4cccs4)cs3)cc2)C1 (stereo unspecified) do in these assays?
ST2 inh: inactive

How did O=C1C2C3C=CC(C3)C2C(=O)N1c1nc2ccccc2s1 (stereo unspecified) do in these assays?
ST2 inh: inactive

How did COc1ccc(NC(=O)CSc2c3c(nc4ccccc24)CCC3)cc1Cl do in these assays?
ST2 inh: inactive

What do the screens show for `COc1cccc(C(Nc2cc(C)ccn2)c2ccc3cccnc3c2O)c1` (stereo unspecified)?
ST2 inh: inconclusive

What do the screens show for `CCCN(CCC)S(=O)(=O)c1ccc(C)cc1`?
ST2 inh: inactive

What do the screens show for `COc1cc(NC(=O)CN2C(=O)c3ccccc3S2(=O)=O)c(OC)cc1Cl`?
ST2 inh: inactive

What do the screens show for `Cc1cccn2c(=O)c3cc(C(=O)N(CCc4ccccc4)Cc4ccccc4)n(C)c3nc12`?
ST2 inh: inactive

Results for CC(C)CCNC(=O)c1cc(=O)[nH]c2ccc(S(=O)(=O)N3CCOCC3)cc12 ?
ST2 inh: inactive

What do the screens show for `CC(C)(C)c1ccc(OCCCCSC#N)cc1`?
ST2 inh: inactive

How did COc1ccccc1N1CCN(C2CCCN(C(=O)c3cccc(NC(C)=O)c3)C2)CC1 (stereo unspecified) do in these assays?
ST2 inh: inconclusive

What do the screens show for `Cc1cc(NS(=O)(=O)c2ccc3c(c2)CCN3C(=O)C2CCC2)ccc1Br`?
ST2 inh: inactive

How did CSc1nnnn1-c1ccccc1 do in these assays?
ST2 inh: inactive

What do the screens show for `COc1cccc2c1OCCCN(C(=O)c1cc(C3CC3)[nH]n1)C2`?
ST2 inh: inactive

What do the screens show for `O=C(O)CCCN1C(=O)C2CCCCN2c2ccc(C(=O)N3CCCC3)cc21` (stereo unspecified)?
ST2 inh: inconclusive

What do the screens show for `OCc1ccc(CN2C[C@H](O)C[C@H]2c2nc(-c3ccc4c(c3)OCO4)no2)o1`?
ST2 inh: inactive

What do the screens show for `O=C(Nc1ccc(OCc2ccccc2)cc1)c1cnc2n(c1=O)CCS2`?
ST2 inh: inactive

What do the screens show for `COc1ccc(CSc2nnc(-c3ccc([N+](=O)[O-])cc3)n2C)cc1OC`?
ST2 inh: inactive

How did C=CCNS(=O)(=O)c1cccc2nonc12 do in these assays?
ST2 inh: inactive

What do the screens show for `CCC1Oc2ccc(C)cc2N(CC(=O)NCCCN2CCCC2=O)C1=O` (stereo unspecified)?
ST2 inh: inactive

How did CC1CCCN1Cc1cccc(C(=O)Nc2ccc3ncccc3c2)c1 (stereo unspecified) do in these assays?
ST2 inh: inconclusive

Results for COc1ccc(-n2c(C)c([N+](=O)[O-])c3ccc(O)cc32)cc1 ?
ST2 inh: inactive

Results for CC1CCCN(c2nc3c(c(=O)[nH]c(=O)n3C)n2CCSc2ncccn2)C1 (stereo unspecified) ?
ST2 inh: inactive

How did O=C(Nc1ccc(F)cc1F)C1c2ccccc2Oc2ccccc21 do in these assays?
ST2 inh: inactive

How did C=C(C)COc1ccc2c3c(c(=O)oc2c1)CCC3 do in these assays?
ST2 inh: inactive

What do the screens show for `Cn1c(-c2c(-c3ccccc3)ncn2CCF)nc2ccccc21`?
ST2 inh: inactive

How did O=C1CSC(c2ccccc2)N1c1cccc(Cl)c1 (stereo unspecified) do in these assays?
ST2 inh: inactive

What do the screens show for `Cn1ccc2c(-c3ccccc3C(N)=O)ccnc21`?
ST2 inh: inactive

How did C=CCc1c(C)nc2nc(SCC(=O)Nc3ccccc3Cl)nn2c1C do in these assays?
ST2 inh: inactive

What do the screens show for `Cc1ccccc1CN1CCC(CN(CC2CCCO2)C(=O)c2ocnc2C)CC1` (stereo unspecified)?
ST2 inh: inactive

How did CN1CCN(S(=O)(=O)c2cc(C(=O)N3CCCC3)cs2)CC1 do in these assays?
ST2 inh: inactive

How did CCOC(=O)CN1C(=O)CSc2ccc(S(=O)(=O)N3CCC(C)CC3)cc21 do in these assays?
ST2 inh: inactive

What do the screens show for `O=C1CCCN1CCCn1cnc(-c2ccccc2)c1-c1ncc[nH]1`?
ST2 inh: inactive

What do the screens show for `O=C(CN1CCN(Cc2ccccc2F)C1=O)NCCN1CCOCC1`?
ST2 inh: inactive

In the list so far, seven contain a thiophene ring, fused or not:
Results for CC1(C)CC(=O)C2=C(C1)NC1=C(C(=O)CC(C)(C)C1)C2c1cccs1 ?
ST2 inh: inconclusive

What do the screens show for `O=C1CC(c2cccs2)CC2=C1C(c1coc3ccccc3c1=O)Nc1ccccc1N2` (stereo unspecified)?
ST2 inh: inactive

What do the screens show for `O=C(c1cccn2c(=O)c3c4c(sc3nc12)CCCC4)N1CC=C(c2ccccc2)CC1`?
ST2 inh: inactive

What do the screens show for `O=C(NCC1CCCN(Cc2nc(-c3ccccc3)cs2)C1)c1cccs1` (stereo unspecified)?
ST2 inh: inactive

How did c1cn2c(Nc3ccc4c(c3)OCCO4)c(-c3ccsc3)nc2cn1 do in these assays?
ST2 inh: inconclusive

How did CC1CC(C)CN(S(=O)(=O)c2ccc(C(=O)Nc3nc(-c4cccs4)cs3)cc2)C1 (stereo unspecified) do in these assays?
ST2 inh: inactive

How did CN1CCN(S(=O)(=O)c2cc(C(=O)N3CCCC3)cs2)CC1 do in these assays?
ST2 inh: inactive
